FEN1 inh = inhibitors of human flap endonuclease 1; P39748; Recombinant FEN1 flap cleavage, fluorescence, 15 min; Potency, µM (highest dose often 114 µM), inactives show at the top dose activity change, negative = inhibition, usual class: inhibitors; 390,000 compounds, 0.35% hits; further: nearly all actives have a fitted effect of over 65% in size
Target sequence (P39748 whole entry, looked up): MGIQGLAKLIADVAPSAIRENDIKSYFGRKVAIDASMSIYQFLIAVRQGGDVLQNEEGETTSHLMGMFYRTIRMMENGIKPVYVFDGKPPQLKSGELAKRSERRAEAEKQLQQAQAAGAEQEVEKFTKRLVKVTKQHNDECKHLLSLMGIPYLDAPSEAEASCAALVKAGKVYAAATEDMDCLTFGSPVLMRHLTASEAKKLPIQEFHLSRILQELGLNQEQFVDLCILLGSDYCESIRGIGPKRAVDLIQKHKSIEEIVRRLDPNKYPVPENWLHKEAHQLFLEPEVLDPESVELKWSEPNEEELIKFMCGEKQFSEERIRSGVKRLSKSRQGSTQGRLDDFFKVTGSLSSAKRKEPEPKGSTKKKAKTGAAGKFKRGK
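FEN1 at 10 nM, compound pretreatment for 15 min (room temperature), 50 nM final substrate to initiate; endpoint reads at 0 and 15 min; DMSO-only plates used as vehicle background.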
N370S GC = inhibits or activates N370S mutant glucocerebrosidase; P04062; N370S GC spleen homogenate, 4MU-glucoside fluorescence; Potency, µM (doses to about 59.4 µM), inactives show at the top dose activity change, negative = inhibition, hits mostly inhibitors; 330,000 compounds, 0.092% hits;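 further: 0% = full enzyme activity and -100% = no enzyme basal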
DT40 TDP1 CPT = growth inhibition of DT40 Tdp1-/-;hTDP1 cells with camptothecin (screen for TDP1 inhibitors) | Potency, µM (top dose mostly 46.2 µM), inactives show top-dose activity change, negative = growth inhibition, usual class: inhibitors | chicken DT40 Tdp1-/-;hTDP1 cells + 20 nM CPT, ATP luminescence, 48 h | 420,000 compounds, 12% hits | AID 686979; further: nearly all actives have a fitted effect of over 55% in size
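Chicken DT40 Tdp1-/- cells complemented with human TDP1, 400 cells/well, exposed to compounds plus 20 nM camptothecin for at least 48 h at 37 C; viability read as ATP content by CellTiter-Glo luminescence.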
* hit, by the source's call; ? = inconclusive; · = no result given; & = joins results of further samples; [ ] = dose if it differs, or a comment. The call rests on the fitted dose curve; in most records, active means well fitted curve in the direction sought with a large enough effect; inconclusive means small, poorly fitted or top-dose-only effect, or another doubt; inactive means no such curve, though single readings can be large; an effect the other way counts as inactive or inconclusive. Unless noted, on the % scale 0 is the no-effect control and ±100 the full control effect; potency means the concentration at half of the fitted maximal effect. An excerpt. The share of hits here may be higher or lower than overall.

Order of values – FEN1 inh	N370S GC	DT40 TDP1 CPT
[1] CC(C)N(C(=O)COC(=O)c1cccc(N(C)C)c1)c1ccccc1
    0%	3%	?
[2] COC(=O)Cn1cnc2c(cnn2-c2ccc(OC)cc2)c1=O
    4%	-10%	4%
[3] COC(c1ccccc1)c1nnc(CCC(=O)N(C)CCc2ccccc2)o1 (stereo not drawn)
    3%	6%	-8%
[4] Cc1ccccc1NC(=O)c1sc2nc(N3CCOCC3)c3c(c2c1N)CCCC3
    -12%	?	?
[5] CC[C@@]1(c2ccccc2)C(=O)N(C(=O)OC)N1C(=O)OC
    6%	0%	8.2µM*
[6] COc1cccc(/C=N/Nc2nc(Nc3ccc([N+](=O)[O-])cc3)nc(N3CCCC3)n2)c1O
    -25%	-16%	8.2µM*
[7] CCOC(=O)C1=C(CN2CCOCC2)NC(=O)NC1c1cc(C)ccc1C (stereo not drawn)
    -4%	14%	-21%
[8] CN(Cc1ccccc1)c1nc2nonc2nc1N1CCCC(CN2CCCC2=O)C1 (stereo not drawn)
    3%	12%	?
[9] Cc1nc2ccccc2n1CSc1ccccc1
    -1%	15%	-29%
[10] N=c1sccn1CC(=O)Nc1ccccc1Cc1ccccc1
    -10%	10%	?
[11] Cc1ccc(S(=O)(=O)N(Cc2cc3cc4c(cc3[nH]c2=O)OCCO4)CC2CCCO2)cc1 (stereo not drawn)
    0%	4%	-18%
[12] CCOc1ccccc1NC(=O)CCNC(=O)c1ccc(Cl)cc1
    -1%	5%	19%
[13] COc1cccc(-c2ccc3c(N)c(C(=O)NC4CC4)sc3n2)c1
    -1%	-5%	?
[14] CCN(CC)CCCNC(=O)c1[nH]c2ccccc2c1Sc1ccc(Cl)cc1
    -13%	?	?
[15] O=S1(=O)N=C2CCCCCN2C(c2ccc(F)cc2)N1 (stereo not drawn)
    -5%	-1%	0%
[16] CCCn1nc(NC(=O)c2cccs2)c2cc3ccccc3nc21
    ?	-3%	?
[17] COc1cc(CNC2CCCC2)cc(Cl)c1OCc1ccccc1Cl
    -6%	-19%	23µM*
[18] COC(=O)c1ccc(C(=O)OC)c(NC(=S)N2CCCC(CO)C2)c1 (stereo not drawn)
    14%	-2%	-7%
[19] Cc1noc(C)c1C(=O)N1CCN(S(=O)(=O)c2cccc(Cl)c2Cl)CC1
    2%	1%	-1%
[20] Cc1ccc(CN2CCCn3nc(C(=O)NCCN(C)C)cc3C2=O)cc1
    -1%	·	-3%
[21] Cc1ccc(C(C)C)c(OCCNCc2ccccc2)c1
    -16%	-24%	?
[22] Cc1ccc(N)c(C(O)(C(F)(F)F)C(F)(F)F)c1
    -1%	-3%	-2%
[23] COc1ccc(CCNC(=O)CCc2c(C)nc3cc(-c4cccc(F)c4)nn3c2C)cc1OC
    0%	·	8.2µM*
[24] COC(=O)CCNS(=O)(=O)c1ccc2nsnc2c1
    -3%	-5%	3%
[25] O=C(c1ccccc1N1CCOCC1)N1CCCC(Nc2ccc(F)cc2)C1 (stereo not drawn)
    15%	-16%	-16%
[26] CCOC(=O)c1nnn2c3ccccc3c(=O)n(C)c12
    -5%	-3%	23%
[27] Cc1nc2ccccc2c2c1C(=O)N(C)C2=O
    3%	-19%	-12%
[28] CC(C)CC(c1nnnn1CCc1ccccc1)N1CCN(C(=O)c2ccco2)CC1 (stereo not drawn)
    -5%	-12%	-29%
[29] COc1ccccc1N1CCN(C(=O)C2c3ccccc3Oc3ccccc32)CC1
    -23%	3%	2.9µM*
[30] CCOC(=O)N1C(=O)[C@@](CC)(c2ccccc2)N1C(=O)OCC
    -2%	-8%	8.2µM*
[31] CC(=O)N[C@H]1[C@H]([C@H](O)[C@H](O)CO)O[C@](O)(C(=O)O)C[C@@H]1O
    14%	·	-2%
[32] CCCCc1nnc(NC(=O)CSc2nc(N)cc(=O)[nH]2)s1
    -5%	2%	-2%
[33] CC1(c2ccc3noc(-c4ccc(Cl)cc4)c3c2)OCCO1
    -10%	2%	?
[34] Cc1cc(=O)oc2cc(NC(=O)c3cccc(S(=O)(=O)N(C)C)c3)ccc12
    14%	2%	1%
[35] Cc1cc2ccc(C)c(C)c2nc1SCC#N
    -15%	19%	-4%
[36] CN(c1ccccc1)S(=O)(=O)c1ccc(Cl)c(C(=O)Nc2ccc(N3CCOCC3)cc2)c1
    -1%	-7%	3.3µM*
[37] COc1ccc(-c2[nH]ncc2CNCCc2ncccc2C)cc1F
    1%	13%	-3%
[38] CCOC(=O)C1(Cc2ccccc2)CCN(Cc2cccc3c2OCO3)CC1
    -7%	-4%	-20%
[39] O=C(c1c(Cl)cccc1Cl)N1CCN(c2ccccn2)CC1
    0%	3%	-22%
[40] O=C(N/N=C/c1cccc(Br)c1)C1CC(=O)N(c2ccccc2)C1 (stereo not drawn)
    -2%	-1%	7%
[41] OCC1CCCN(Cc2ccc(-c3ccccc3)cc2)C1 (stereo not drawn)
    -2%	-3%	?
[42] O=C(O)CSCC(=O)NCc1csc2ccc(Cl)cc12
    10%	11%	-4%
[43] Cc1ccc(S(=O)(=O)CCC(=O)Nc2ccc(Br)cc2C)cc1
    -5%	·	-25%
[44] O=C(C[C@H]1C/C=C\CC[C@H](Cc2ccc(F)cc2)C(=O)OC[C@H]2CCCN2C1=O)NCCO
    15%	·	-31%
[45] O=C(NCC1CCN(Cc2cccc(Cl)c2)CC1)Nc1ccccc1Cl
    0%	-4%	-21%
[46] COc1ccc(/C=N\NC(=O)COc2ccccc2Cl)cc1Cn1nc(C)cc1C
    ?	7%	?
[47] Cc1ccc(S(=O)(=O)N[C@@H](C)C(=O)N2CCC(C(=O)N[C@@H](Cc3ccccc3)C(=O)O)CC2)cc1
    -12%	-1%	-3%
[48] O=C(C[n+]1cc(Br)cc(Br)c1)c1ccc(-c2ccccc2)cc1
    3%	8%	?
[49] COc1cc(NC(=O)COC(=O)CNC(=O)c2ccc(C)cc2)c(C)cc1[N+](=O)[O-]
    -3%	6%	-17%
[50] CNc1nc(C(=O)O)nc(N2CCOCC2)n1
    0%	19%	-6%

More structures:
Order of values – FEN1 inh	N370S GC	DT40 TDP1 CPT
[51] CC(=O)c1ccc(OCc2cc(=O)n3ccsc3n2)cc1
    4%	10%	-2%
[52] Cc1ccc(S(=O)(=O)N2CCN(CC(=O)Nc3ccc4c(c3)CCC4)CC2)cc1C
    0%	11%	-72%
[53] COc1ccccc1-c1cc(C(=O)NCc2ccc(Cl)cc2)no1
    -1%	6%	-16%
[54] CCc1cc2c(CN(C)Cc3ccccc3F)cc(=O)oc2cc1O
    -22%	?	?
[55] CCC(NC(=O)OC(C)(C)C)C(=O)Oc1ccc2c3c(c(=O)oc2c1)CCC3 (stereo not drawn)
    -6%	?	-19%
[56] O=C(Cc1csc(NC(=O)Nc2cccc(Cl)c2)n1)NC1CCCC1
    -8%	-1%	?
[57] COc1ccc(Cc2nnc3c4cnn(C)c4ncn23)cc1
    9%	3%	-22%
[58] O=C(c1ccco1)N1CCN(Cc2cc(=O)c(OCc3ccccc3)co2)CC1
    -3%	-5%	27%
[59] Cc1ccc(S(=O)(=O)Nc2ccccc2C(=O)NCC2CCCO2)cc1 (stereo not drawn)
    2%	-9%	-18%
[60] COc1ccc([C@H]2[C@H](C(=O)OC(C)(C)C)N3N=Cc4ccccc4C3C23C(=O)c2ccccc2C3=O)cc1OC (stereo partly drawn)
    -29%	17%	?
[61] Cc1ccc2nc(-c3ccncc3)c(Nc3ccccc3C)n2c1
    0%	·	?
[62] O=C(Cc1ccc(Br)cc1)OCC(=O)c1ccc2c(c1)OCCO2
    -3%	-1%[12.8 µM]	0%
[63] Cc1ccc(C)c(CN2C(=O)c3ccccc3S(=O)(=O)c3ccc(C(=O)N4CCN(Cc5ccccc5)CC4)cc32)c1
    -23%	·	6.5µM*
[64] Cn1nc(C(C)(C)C)cc1C(=O)Sc1cccc(Br)c1
    -16%	-3%	3.7µM*
[65] CCC(=O)Oc1ccc(C(=O)Nc2ccc3c(c2)C(=O)N(C2CCCCC2)C3=O)cc1
    2%	1%[12.8 µM]	21µM*
[66] Cc1oc(-c2ccccc2F)nc1CS(=O)CC(=O)NCc1ccc(F)cc1 (stereo not drawn)
    -3%	1%	?
[67] Cc1noc(C)c1C(=O)NCc1ccccc1F
    1%	-7%	-1%
[68] COc1ccc(NC(=O)/C(C#N)=C/c2ccc[nH]2)c(OC)c1
    -12%	-7%	-1%
[69] CCOC(=O)C1=C(C)N(CC(C)C)C(=O)/C1=C\c1cccs1
    -4%	5%	3%
[70] O=C(CCc1ccc(S(=O)(=O)NC2CCCCC2)cc1)NCc1ccc(Cl)cc1
    -13%	0%	?
[71] CCN(CC)C(=O)c1ccc2c(c1)N(Cc1ccccc1)C(=O)CS2=O (stereo not drawn)
    -1%	1%	0%
[72] O=C(OCCCN=C1NS(=O)(=O)c2ccccc21)c1ccc(F)cc1
    -18%	3%	-24%
[73] Cc1ncc([N+](=O)[O-])n1CC(=O)NCc1ccccc1
    -7%	22%	0%
[74] CN(CC(=O)N1CCc2ccccc2C1)S(=O)(=O)c1ccc2c(c1)c(=O)n(C)c(=O)n2C
    -12%	1%	5%
[75] COc1ccc(OC)c(N2C(=O)C(Cl)=C(N3CCOCC3)C2=O)c1
    9%	-3%	-6%
[76] NC(=O)C1CCN(C(=O)CC2(CC(=O)O)CCCC2)CC1
    9%	-16%	8%
[77] COCc1c(C(=O)N/N=C/c2ccc(C)o2)nnn1-c1nonc1N
    16%	-6%	-2%
[78] Cc1cc(NC(=O)CCC(=O)N(CC(=O)NC2CCCC2)Cc2ccco2)no1
    4%	4%	-24%
[79] COc1ccc(S(=O)(=O)N2CCOCC2)cc1NC(=O)c1ccc2c(c1)OCO2
    10%	·	-27%
[80] O=C(OCN1C(=O)c2ccccc2C1=O)c1ccccc1
    -2%	6%	-15%
[81] O=C(NCCc1csc(-c2ccccc2)n1)c1ccccc1F
    -18%	-6%	?
[82] Cc1ccc(CN(Cc2ccccc2)C(=S)Nc2ccccc2C)o1
    -6%	-1%	?
[83] CC1(C)S[C@@H]2[C@H](NC(=O)COc3ccccc3)C(=O)N2C1C(=O)OCC1CCCCC1 (stereo partly drawn)
    ?	·	-13%&-27%
[84] COc1cc(C(=O)Nc2ccc(N(C)C)cc2)cc(OC)c1OC
    11%	-2%	21µM*
[85] CCc1ccc(C(=O)Nc2ccc(S(=O)(=O)Nc3nc(C)cc(C)n3)cc2)o1
    8%	14%	-9%
[86] O=C(COC(=O)C1CCC1)NCCc1ccc(Cl)cc1Cl
    16%	-7%	-15%
[87] CC(Nc1cc(N2CCN(C(=O)C(C)(C)C)CC2)ccc1[N+](=O)[O-])c1ccccc1 (stereo not drawn)
    -5%	2%	?
[88] O=C(Nc1ccccc1N1CCOCC1)c1cccc(S(=O)(=O)N2CCOCC2)c1
    16%	·	-17%
[89] CN(Cc1ccccc1)C(=O)c1ccc(NC(=O)Cc2ccc(NC(=O)C3CCN(C(=O)C4CCCCC4)CC3)cc2)cc1
    -3%	·	23µM*
[90] COCC(C)n1c(C)cc(C(=O)CSc2cc(C)c3ccccc3n2)c1C (stereo not drawn)
    3%	?	?
[91] CCOc1ccc(S(=O)(=O)N2CCCCC2)c(C)c1C
    8%	1%	?
[92] O=C(CN1CCN(c2ccccc2O)CC1)Nc1ccnn1C1CCCC1
    13%	·	21µM*

Compounds from the list above that contain fluorine, in the order listed:
Order of values – FEN1 inh	N370S GC	DT40 TDP1 CPT
[15] O=S1(=O)N=C2CCCCCN2C(c2ccc(F)cc2)N1 (stereo not drawn)
    -5%	-1%	0%
[22] Cc1ccc(N)c(C(O)(C(F)(F)F)C(F)(F)F)c1
    -1%	-3%	-2%
[23] COc1ccc(CCNC(=O)CCc2c(C)nc3cc(-c4cccc(F)c4)nn3c2C)cc1OC
    0%	·	8.2µM*
[25] O=C(c1ccccc1N1CCOCC1)N1CCCC(Nc2ccc(F)cc2)C1 (stereo not drawn)
    15%	-16%	-16%
[37] COc1ccc(-c2[nH]ncc2CNCCc2ncccc2C)cc1F
    1%	13%	-3%
[44] O=C(C[C@H]1C/C=C\CC[C@H](Cc2ccc(F)cc2)C(=O)OC[C@H]2CCCN2C1=O)NCCO
    15%	·	-31%
[54] CCc1cc2c(CN(C)Cc3ccccc3F)cc(=O)oc2cc1O
    -22%	?	?
[66] Cc1oc(-c2ccccc2F)nc1CS(=O)CC(=O)NCc1ccc(F)cc1 (stereo not drawn)
    -3%	1%	?
[67] Cc1noc(C)c1C(=O)NCc1ccccc1F
    1%	-7%	-1%
[72] O=C(OCCCN=C1NS(=O)(=O)c2ccccc21)c1ccc(F)cc1
    -18%	3%	-24%
[81] O=C(NCCc1csc(-c2ccccc2)n1)c1ccccc1F
    -18%	-6%	?

From PubChem
